hERG rescue – compounds protecting human hERG from proarrhythmic drug block; Q12809; CHO-hERG, FluxOR thallium flux, dofetilide IC70 present; activation (rescue from dofetilide block), less the hit threshold, % at 10 µM; 0.51% of 310,000 active; AID 1511;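 active means activation above the mean of controls blocked by dofetilide plus 5 SD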;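 further: thallium influx through hERG after potassium depolarization seen as dye fluorescence rise; in these data hits start at about 4.7%; inactives centre near -7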
Target sequence (Q12809 whole entry, looked up): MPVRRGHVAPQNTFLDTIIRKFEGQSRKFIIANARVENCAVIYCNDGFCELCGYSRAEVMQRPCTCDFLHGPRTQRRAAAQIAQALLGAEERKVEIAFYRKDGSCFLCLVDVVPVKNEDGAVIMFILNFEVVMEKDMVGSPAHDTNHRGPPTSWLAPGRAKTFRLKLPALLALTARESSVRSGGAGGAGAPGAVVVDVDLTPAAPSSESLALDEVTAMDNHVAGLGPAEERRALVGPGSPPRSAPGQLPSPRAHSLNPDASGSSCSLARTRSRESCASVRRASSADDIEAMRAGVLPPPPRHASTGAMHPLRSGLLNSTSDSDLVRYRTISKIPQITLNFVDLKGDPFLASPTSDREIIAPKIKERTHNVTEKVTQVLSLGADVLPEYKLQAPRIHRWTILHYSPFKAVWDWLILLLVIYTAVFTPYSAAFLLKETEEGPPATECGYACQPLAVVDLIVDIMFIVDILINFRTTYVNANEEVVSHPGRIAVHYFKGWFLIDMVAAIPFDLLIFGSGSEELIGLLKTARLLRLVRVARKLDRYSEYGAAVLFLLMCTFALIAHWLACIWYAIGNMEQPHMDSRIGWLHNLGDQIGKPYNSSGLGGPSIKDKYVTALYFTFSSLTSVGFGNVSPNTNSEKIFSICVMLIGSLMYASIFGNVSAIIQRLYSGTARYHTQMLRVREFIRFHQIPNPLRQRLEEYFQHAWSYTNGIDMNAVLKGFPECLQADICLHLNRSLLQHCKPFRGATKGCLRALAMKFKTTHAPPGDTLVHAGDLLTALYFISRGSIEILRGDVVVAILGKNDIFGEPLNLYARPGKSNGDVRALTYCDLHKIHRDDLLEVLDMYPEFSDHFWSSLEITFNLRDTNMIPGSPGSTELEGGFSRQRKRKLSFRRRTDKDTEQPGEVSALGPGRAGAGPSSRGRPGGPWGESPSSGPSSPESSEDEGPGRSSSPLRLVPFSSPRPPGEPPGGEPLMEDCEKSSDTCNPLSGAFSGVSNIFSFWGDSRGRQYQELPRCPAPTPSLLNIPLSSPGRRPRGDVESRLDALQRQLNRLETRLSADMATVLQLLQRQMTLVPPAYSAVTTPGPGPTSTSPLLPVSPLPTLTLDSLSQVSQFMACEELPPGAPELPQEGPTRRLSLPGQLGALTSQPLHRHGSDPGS
KCNK9 block – inhibitors of human KCNK9 two-pore domain potassium channel | AID 488922 | B-score at 10 µM | 1.2% of 310,000 active | HEK293 KCNK9, FluxOR thallium flux fluorescence; hits give low values;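 active means ratio B-score over 3 SD below the library mean, with starting fluorescence within 5 SD of its mean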;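 further: negative B-score means less thallium flux so channel inhibition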
DYRK1A inh – inhibitors of rat Dyrk1A kinase | AID 504441 | inhibition, % at 12.5 µM | 0.43% of 310,000 active | ADP-Glo luminescence, NFATc1 peptide | Q63470; in the data active means inhibition above about 50%;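 further: plate controls were vehicle with enzyme for no effect and no enzyme for full effect; many of its hits are not listed in these tables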
KCNQ1 act – human KCNQ1 channel potentiation or activation; P51787; CHO-K1 KCNQ1, thallium flux FluxOR fluorescence; hits give high values; B-score at 10 µM; 0.35% of 310,000 active; AID 2648;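 active means fluorescence ratio B-score, a plate-corrected score, at least three library SD, with initial intensity B-score within 5 SD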
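System: CHO-K1 cells stably expressing KCNQ1 / Medium: assay buffer for compound exposure, DMSO matched across wells / Reagent: thallium- and potassium-containing depolarizing buffer / Compound: one concentration, matched DMSO / Incubation: 20 min compound pretreatment at room temperature / Measured by: kinetic FluxOR fluorescence, 10 s baseline plus 110 s post-stimulus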
GSK3 alpha inh – human GSK-3 alpha kinase inhibition; 0.1% of 320,000 active; inhibition, % at 10 µM; AID 2650; ADP-Glo luminescence, 60 min; P49840;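 in the data active means inhibition above about 50%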;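 further: GST-tagged GSK-3 alpha with peptide substrate and 25 µM ATP; 0% = DMSO neutral wells and 100% = GW8510 positive control wells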
GSK3B inh – blocks human GSK3beta kinase activity; activity score (negative = inhibition), % at 10 µM; P49841; AID 2097; GST-GSK3beta kinase, ADP-Glo luminescence, 60 min; hits give low values; 0.038% of 300,000 active;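 active means more than half of replicate wells score below -50%, meaning over 50% inhibition versus plate controls; inconclusive means some replicates but at most half score below -50%; inactive means no replicate scores below -50%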;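 further: 0% = median DMSO wells and -100% = median GW8510 positive control wells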
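Assay system: GST-tagged human GSK3beta kinase, cell-free; Input: 1.6 ng GSK3beta; Medium: Tris/MgCl2 kinase buffer; Timing: 60 min enzyme reaction, room temperature; Signal: ADP-Glo luminescence quantifying ADP generated by kinase; Evaluation: score relative to plate controls; Benchmarks: DMSO neutral wells and GW8510 at 20 µM as positive.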
KCNQ1 inh – human KCNQ1 channel inhibition | P51787 | CHO-K1 KCNQ1, FluxOR thallium flux fluorescence; hits give high values | B-score at 10 µM | 1.3% of 310,000 active;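 active means compounds whose thallium flux B-score, printed positive for inhibition, exceeds three library SD while starting fluorescence stays within three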;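 further: channel opened by potassium depolarization with thallium stimulus after 20 min compound exposure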
HDAC3 inhib – human HDAC3 inhibition | AID 2718 | 0.15% of 320,000 active | O15379 | inhibition, % at 8.3 µM | recombinant HDAC3, fluorogenic peptide/trypsin coupled, fluorescence; in the data active means inhibition above about 26%, passing the limit was not always enough; inconclusive means no clear call, values can overlap the other calls
PolyA inh – blocks polyadenylation in yeast reporter cells; 0.02% of 300,000 active; S. cerevisiae SKY197-pL101 polyadenylation reporter, beta-gal luminescence; efflux-impaired pdr1/pdr3 knockout yeast; score 100 = 6 SD above DMSO; calls only at 12 µM;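 active means lowest replicate activity score at least 50, where 100 means six control SD above control mean; inconclusive means lowest score under 50 but half or more replicates reach 50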;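 further: yeast exposed to compound for 9 h at 30 °C; higher score means more reporter readthrough which indicates perturbed polyadenylation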
KCNK3 block – human KCNK3 channel inhibition, primary screen; O14649; CHO-KCNK3 thallium flux, FluxOR fluorescence; hits give low values; B-score at 10 µM; 0.84% of 340,000 active;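 active means B-score under library mean minus 4 SD, starting fluorescence ratio at most library mean plus 5 SD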;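 further: more negative B-score means stronger inhibition of thallium flux through KCNK3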
RGS4 act – potentiators or activators of RGS4; AID 463111; HEK293 M3R/inducible RGS4, carbachol calcium flux Fluo4; hits give low values; 0.92% of 310,000 active; B-score at 10 µM;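 active means B-score of the integrated calcium signal more than 4 SD below the library mean, with starting fluorescence not abnormally high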;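 further: negative B-score means reduced calcium response which marks RGS4 activation or potentiation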
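Also added: carbachol at ECmax as muscarinic agonist stimulus; Assay system: HEK293 cells with stable M3R and inducible RGS4; Timing: overnight RGS4 induction, 30 min dye load 37 °C, 20 min compound RT; Measured by: Fluo4-AM (2 µM) calcium-flux fluorescence, kinetic read.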
Active calls of the source: *; i = inactive; ? = inconclusive; . = no result given; & = joins results of further samples. This is a subset (hit frequency here may not be typical).

No.	Structure	hERG rescue	KCNK9 block	DYRK1A inh	KCNQ1 act	GSK3 alpha inh	GSK3B inh	KCNQ1 inh	HDAC3 inhib	PolyA inh	KCNK3 block	RGS4 act
1	CC(=O)Nc1ccccc1OCC(=O)c1cc(C)n(Cc2cccs2)c1C	-21	i	-5	i	-1	3	7*	-3	i	-9.4*	i
2	CC1=C(C(=O)OCC2CCCO2)C(c2ccccc2)C2=C(CCCC2=O)N1 (centres undefined)	-3	i	1	i	7	4	i	-8	i	i	i
3	CC1OC2C(OC1C)N(S(C)(=O)=O)CCN2S(C)(=O)=O (centres undefined)	-9	i	16	i	-2	-1	i	-2	i	i	i
4	Cc1ccc(S(=O)(=O)N(CC(=O)Nc2ccccc2-c2ccccc2)c2ccc(C)cc2C)cc1	-10	i	6	i	1	-2	i	4	i	i	i
5	COC(=O)Nc1ccc(S(=O)(=O)NCCCCCC(=O)O)cc1	-2	i	-5	i	-2	-1	i	-1	i	i	i
6	COc1ccc(-n2c(C)c(C)c3c(N)ncnc32)cc1	-3	i	16	i	-2	3	i	0	i	i	i
7	Cc1ccc(-n2nc(C)c3c2OC(N)=C(C#N)C3c2ccc(F)cc2)cc1 (centres undefined)	-9	i	1	i	-2	2	i	4	i	i	i
8	Cc1n[nH]c(C)c1C(=O)CC1(O)C(=O)N(Cc2ccccc2)c2ccc(Br)cc21 (centres undefined)	-16	i	1	i	1	1	i	5	i	i	i
9	Cc1ccc(Sc2ncccc2COC(=O)NC(C)C)cc1	1	i	-3	i	-1	0	i	2	i	i	i
10	COc1ccccc1C(=O)N1N=C(c2ccc(NS(C)(=O)=O)cc2)CC1c1cccs1 (centres undefined)	-6	i	-3	i	-2	-1	i	2	i	i	i
11	Cc1cc(C)c(NN=c2c(=O)c3ccccc3c2=O)c(C)c1	-13	i	-3	i	9	1	i	1	i	i	i
12	COc1ccc(C2C(C(=O)c3cccs3)=C(O)C(=O)N2c2cccc(C)n2)cc1OC (centres undefined)	-1	i	8	i	-11	-1	i	7	i	i	i
13	O=C(NC(C(=O)c1ccccc1)n1ccc(=O)[nH]c1=O)c1ccccc1 (centres undefined)	-5	i	3	i	-5	0	i	1	i	i	i
14	CC1(C)CC(=O)C2=C(C1)Oc1ncn(CCCn3ccnc3)c(=N)c1C2c1ccccc1 (centres undefined)	-5	i	.	i	1	-2	i	-2	i	i	i
15	Cc1nn(-c2ccccc2)c2c1C(c1cccnc1)N1C=C(S(=O)(=O)N3CCCCC3)C=CC1=N2 (centres undefined)	-11	i	6	i	-1	-3	i	0	i	i	i
16	O=C(c1ccco1)N1CCN(S(=O)(=O)c2ccc(Cl)s2)CC1	-7	i	3	i	-1	-2	i	-1	i	i	i
17	O=C(/C=C/c1cn(CC(O)CN2CCOCC2)c2ccccc12)c1cccs1 (centres undefined)	-23	i	.	i	-1	-1	6*	9	i	.	i
18	COCCCn1c(C)cc(C(=O)COC(=O)CCc2nc3ccccc3c(=O)[nH]2)c1C	-6	i	.	i	0	-2	i	.	i	.	i
19	COc1ccc(/C=C2/SC(=O)N(CC(=O)NCCC(C)C)C2=O)cc1OC	-13	i	8	i	1	-1	i	1	i	i	i
20	COc1cc(C(=O)Nc2cc(C)ccn2)cc(OC)c1OC	-3	i	7	i	-1	0	i	0	i	i	i
21	O=C(CSc1ncccn1)NCc1ccccc1	-2	i	0	i	-2	-6	i	-4	i	i	i
22	Cc1ccc(S(=O)(=O)CCC(=O)OCC(=O)N2CCN(S(=O)(=O)c3ccc(Cl)cc3)CC2)cc1	-4	i	-3	i	2	0	i	2	i	i	i
23	O=S1(=O)CCOC[C@H](CC2CCCCC2)N1Cc1cccc(Cl)c1	-7	i	0	i	5	4	i	-4	.	i	i
24	N=c1n(CCN2CCCCC2)c2ccccc2n1CC(O)c1ccc(Cl)c(Cl)c1 (centres undefined)	-21	i	.	i	9	-15	i	-7	i	i	i
25	O=C(CN1C(=O)C2CC=CCC2C1=O)Nc1ccc(-c2nnc3n2CCCCC3)cc1 (centres undefined)	-14	i	0	i	2	-3	i	-5	i	i	i
26	CCOCC(=O)Nc1cc(Cl)ccc1C	-1	i	-2	i	-2	-3	i	-1	i	i	i
27	CC1CCC(NC(=O)C2c3ccccc3C(=O)N2CCCN2CCOCC2)CC1 (centres undefined)	-15	i	5	i	0	-1	i	0	i	i	i
28	CC(C)(C)C(=O)Nc1ccc(Oc2ccc3c(c2)C(=O)N(c2ccc(O)cc2)C3=O)cc1	-4	i	-4	i	-1	1	i	-8	i	i	i
29	O=C(COc1ccccc1)Nc1ccc(S(=O)(=O)N2CCCC2)cc1	-7	i	0	i	.	2	i	.	i	i	i
30	COC(=O)C12CCC(C)(c3nc4ccccc4nc31)C2(C)C (centres undefined)	-10	i	-4	i	4	1	i	-3	i	i	i

(continued)
No.	Structure	hERG rescue	KCNK9 block	DYRK1A inh	KCNQ1 act	GSK3 alpha inh	GSK3B inh	KCNQ1 inh	HDAC3 inhib	PolyA inh	KCNK3 block	RGS4 act
31	CCCc1nc2oc3c(NCC4CCCO4)ncnc3c2c2c1COC(C)(C)C2 (centres undefined)	-17	i	2	i	-3	0	i	-14	i	i	i
32	OC(c1ccc(Cl)cc1Cl)C(Cc1cccnc1)n1cncn1 (centres undefined)	-4	i	-1	i	0	3	i	?	i	i	i
33	O=C(Nc1cccnc1Cl)c1ccc(Cl)c([N+](=O)[O-])c1	-11	i	-5	i	-1	3	i	-5	i	i	i
34	CCOC(=O)c1ccc(COC(=O)CCc2nc(-c3ccccc3)c(-c3ccccc3)o2)cc1	-9	i	-5	i	-1	1	i	-5	i	i	i
35	CN(C)C(CNC(=O)c1oc2ccccc2c1CSc1ncn[nH]1)c1ccco1 (centres undefined)	-7	i	0	i	-3	0	i	-4	.	i	i
36	COc1ccc(/C=C2\CCc3ccccc3C2=O)c(OC)c1OC	-9	i	14	i	-1	2	i	-2	i	i	i
37	O=C1c2ccc3c4c(ccc(c24)C(=O)N1c1cccc(O)c1)C(=O)N(c1cccc(O)c1)C3=O	-12	i	-7	i	1	4	i	6	i	i	i
38	CC1CN(C(=O)CCNC(=O)c2ccc(Br)cc2)CC(C)O1 (centres undefined)	-3	i	2	i	-2	.	i	12	i	i	i
39	CCOc1ccc(CCNC(=O)Cn2ncn3nc(-c4ccc(OC)cc4)cc3c2=O)cc1	-10	i	1	i	0	1	i	0	i	i	i
40	Cc1ccc(NC(=S)N(CCN2CCOCC2)Cc2ccccc2F)cc1	-10	i	.	i	5	1	i	-2	i	i	i
41	CC(=O)Nc1ccc(NC(=O)c2cc(-c3cc(C)c(C)cc3O)n[nH]2)cc1	-8	i	-4	i	1	0	i	-3	i	i	i
42	COc1cccc(NC(=O)CSc2nc(N)cc(N)n2)c1	4	i	-3	i	-4	0	i	-5	i	i	i
43	CC(C)CN(CC(C)C)S(=O)(=O)N1CCC(C(=O)NCc2ccccn2)CC1	4	i	5	i	-5	-2	i	-2	i	i	i
44	O=C(NNC1=NCCCCC1)Nc1cccc(Cl)c1	-9	i	4	i	.	-3	i	.	i	i	i
45	CC(=O)Nc1sc(N/N=C/c2ccccc2)nc1-c1ccc(C)cc1	1	i	.	i	-1	2	i	-1	i	i	i
46	C=CCn1c(N)cc(=O)nc1SCC(=O)Nc1ccccc1C(N)=O	-12	i	.	i	-1	2	i	1	i	i	i
47	CC(C)(C)NC(=O)/C=N/O	-10	i	-6	i	-3	-5	i	-5	i	i	i
48	CCOC(=O)c1c(NC(=O)C2CCCN(S(=O)(=O)c3ccc(C)cc3)C2)sc2c1CCCC2 (centres undefined)	-7	i	1	i	2	0	i	-2	i	i	i
49	Cc1ccccc1NC(=O)CCC(=O)OCCCC(F)(F)C(F)(F)F	-7	i	4	i	-5	-2	i	6	i	i	i
50	CC1CCN(CC(=O)NNC(=O)c2cccc(Br)c2)CC1	-3	i	0	i	-2	-2	i	2	i	i	i
51	CCC1CCC/C1=N\NC(=O)c1ccoc1C (centres undefined)	-6	i	0	i	.	-7	i	-2	.	i	i
52	O=C1COc2ccc(C(=O)COC(=O)COc3ccccc3[N+](=O)[O-])cc2N1	-7	i	6	i	-6	2	i	-6	i	i	i
53	CC1(C)CC(=O)C(C=NCCN2CCNC2=O)=C(O)C1	-12	i	6	i	0	1	i	-2	i	i	i
54	COc1c(NC(C)=O)c2ccccc2c2ccccc12	-12	i	-2	i	1	1	i	5	i	i	i
55	Cn1c(=NC(=O)C2CCN(S(=O)(=O)c3cccs3)CC2)sc2ccccc21	-14	i	1&3	i	8	3	i	-3	i	i	i
56	Cc1cccc(OCC(=O)Nc2ccc3c4c(cccc24)CC3)c1C	-9	i	0	i	.	1	i	0	i	i	i
57	NS(=O)(=O)c1ccc(CCNC(=O)CSCc2ccccc2)cc1	-22	i	0	i	-2	0	i	1	i	i	i
58	Cn1c(SCC(=O)Nc2ccc3nc(SCC(=O)NC4CC4)sc3c2)nnc1-c1ccccc1	-7	i	-5	i	-1	-2	i	-3	i	i	i
59	Cc1cc(C)c(OCC(=O)Nc2nc3ccccc3[nH]2)c(C)c1	2	i	-6	i	-1	4	i	-1	i	i	i
